Xi reactivation – X-chromosome reactivation activator. XiGFP mouse fibroblasts, % GFP-positive cells imaging, 3 d; cells co-treated with 5-aza-dC sensitizer; scaled so ellipticine positive control = 100%. 360,000 tested, 0.055% active. activation, % at 7.58 µM;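 active means mean normalized replicate activation at least 10% and every replicate at or above 10%; inconclusive means only one of the two criteria met; inactive means mean below 10% and not all replicates reach 10%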;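 further: 0% = median of on-plate neutral control wells and 100% = ellipticine 6 µM median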
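System: SV40-immortalized XiGFP fibroblast cells, line 68-5-11 / Incubation: 3-day compound exposure, then 15 min fixation at room temperature / Compound: single concentration per compound, delivered by pin transfer / Buffer or medium: DMEM plus 5-aza-dC sensitizer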
CFTR F508del cor – correctors of CFTR F508del function in bronchial epithelial cells. activity (quench increase), % at 7.58 µM. 350,000 tested, 0.36% active. CFBE cells, YFP halide quenching; stimulated with forskolin plus potentiator P3; % fluorescence drop versus neutral controls;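 active means mean added fluorescence quench of at least 8% versus neutral control, with both replicates also reaching 8%; inconclusive means only one of the mean or replicate conditions met; inactive means mean below 8% and not both replicates reaching 8%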;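 further: cells transiently co-express mutant CFTR-F508del with the halide-sensitive YFP; corrector assay measuring rescue of mutant channel to the surface after 24 h compound exposure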
CASP6 VEID inh – blocks human caspase-6 cleavage activity; P55212; purified caspase-6, Z-VEID-R110 cleavage fluorescence; inhibition, % at 12.5 µM; 350,000 tested, 0.53% active;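 active means mean inhibition across replicates at least about 35%, with every replicate also reaching that limit, limit read from the data; inconclusive means only one of the two criteria met; inactive means neither criterion met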;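 further: 0% = median of neutral control wells and 100% = no fluorescence left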
DENV2 CPE – inhibitors of DENV2 cytopathic effect. 350,000 tested, 1.7% active. CPE inhibition, % at 9.99 µM. DENV2-infected cells, cytopathic effect rescue, plate reader; in the data active means CPE inhibition above about 20%, passing the limit was not always enough; inconclusive means no clear call, values can overlap the other calls; tested in BHK-21 cells;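 further: 0% = median of neutral control wells and 100% = median of positive control wells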
GSIS activator – GLuc luminescence reporter in INS-1E cells, primary screen for activators of glucose-dependent secretion of insulin; INS-1E GLuc reporter insulin secretion, 2-3 h; activation, % at 16.6 µM; 370,000 tested, 0.61% active;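 active means lowest replicate activation of at least 40%, so every replicate reaches that level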;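 further: 0% = median of neutral control wells and 100% = median of IBMX positive control wells; some compounds called inactive have numbers as strong as hits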
RAD54 inh – inhibitors of human RAD54 branch migration. Q92698. RAD54 Holliday junction branch migration, FAM/BHQ fluorescence. inhibition, % at 10.4 µM. 360,000 tested, 0.14% active. AID 602329;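 active means mean normalized replicate activity at least 40 and at least half of replicates scoring 40 or more; inconclusive means only one of the two criteria met; inactive means mean below 40 and under half of replicates reaching 40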;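 further: 0% = median of neutral control wells and 100% = median of positive control wells; inhibitors cause a drop in the FAM fluorescence signal; in these data hits start at about 50%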
RAD52 anneal inh – blocks human RAD52 DNA annealing | P43351 | recombinant RAD52 DNA annealing, FRET fluorescence | inhibition, % at 18.7 µM | 360,000 tested, 0.46% active | AID 651710;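 active means every replicate showing at least 50% inhibition; inconclusive means mean inhibition at least 50% but not in every replicate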
Target sequence (P43351 whole entry, looked up): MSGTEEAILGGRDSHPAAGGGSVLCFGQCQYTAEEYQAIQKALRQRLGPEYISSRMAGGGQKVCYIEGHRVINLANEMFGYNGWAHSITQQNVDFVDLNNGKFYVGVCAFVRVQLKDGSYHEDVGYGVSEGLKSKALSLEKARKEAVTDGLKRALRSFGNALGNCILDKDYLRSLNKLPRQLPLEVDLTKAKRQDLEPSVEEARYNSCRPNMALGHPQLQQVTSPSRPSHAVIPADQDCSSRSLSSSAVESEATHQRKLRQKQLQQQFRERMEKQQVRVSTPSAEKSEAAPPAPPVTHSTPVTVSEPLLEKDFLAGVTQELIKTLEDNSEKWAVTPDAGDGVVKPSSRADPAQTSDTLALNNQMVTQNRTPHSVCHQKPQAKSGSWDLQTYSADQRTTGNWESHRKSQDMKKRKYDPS
E-selectin induc – E-selectin induction on HUVECs; 260,000 tested, 0.37% active; HUVEC E-selectin immunofluorescence imaging; normalized: neutral wells 0, TNF-alpha wells 100; P16581; activation, % at 7.58 µM; AID 686992;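 active means mean E-selectin-positive cell signal at least 10% of the positive control, reached in at least 60% of replicates, without over 20% cell loss; inconclusive means no rule given, readout overlaps actives, possibly toxicity-flagged; inactive means the rest, including those meeting only one limit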;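 further: in these data hits start at about 27%; measured in HUVEC primary endothelial cells; signal is the percent of cells scored E-selectin positive by PE staining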
Target sequence (P16581 whole entry, looked up): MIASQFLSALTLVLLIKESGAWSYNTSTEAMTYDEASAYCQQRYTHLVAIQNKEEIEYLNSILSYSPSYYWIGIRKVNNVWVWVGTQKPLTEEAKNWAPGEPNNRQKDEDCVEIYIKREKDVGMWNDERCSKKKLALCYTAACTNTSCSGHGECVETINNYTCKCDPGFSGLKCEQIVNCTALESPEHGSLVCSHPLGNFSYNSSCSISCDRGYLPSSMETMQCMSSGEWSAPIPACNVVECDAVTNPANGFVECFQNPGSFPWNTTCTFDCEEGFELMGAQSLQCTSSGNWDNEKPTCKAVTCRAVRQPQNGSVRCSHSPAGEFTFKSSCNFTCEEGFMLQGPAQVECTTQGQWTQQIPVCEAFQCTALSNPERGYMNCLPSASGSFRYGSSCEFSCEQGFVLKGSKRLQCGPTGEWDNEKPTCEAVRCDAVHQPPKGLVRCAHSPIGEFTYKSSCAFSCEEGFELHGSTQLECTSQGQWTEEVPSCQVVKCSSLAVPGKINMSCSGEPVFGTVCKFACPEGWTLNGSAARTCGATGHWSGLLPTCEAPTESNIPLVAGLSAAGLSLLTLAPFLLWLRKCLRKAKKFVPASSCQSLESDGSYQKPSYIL
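Test system: HUVEC | Signal: Immunofluorescence imaging | Read-out: Percent E-selectin-positive cells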
Numbers without * were called inactive; ? = inconclusive; . = not tested or not shown.

SMILES	Xi reactivation	CFTR F508del cor	CASP6 VEID inh	DENV2 CPE	GSIS activator	RAD54 inh	RAD52 anneal inh	E-selectin induc
O=c1ccn2c(n1)SC(c1ccccc1)C2 (stereo not drawn)	0.0	2.2	3	-8	.	-15	3	0.0
COc1cccc(NC(=O)CS(=O)(=O)c2cn(CC(=O)N3CCOCC3)c3ccccc23)c1	0.0	-2.9	5	.	5	.	-8	4.5
FC(F)(F)c1cccc(Cc2noc(CN(Cc3ccccn3)CC3CCCO3)n2)c1 (stereo not drawn)	0.0	0.3	6	1	-9	-28	-15	0.8
C=Cc1ccc(Cn2c(C)c(C(=O)NCc3cccc(C)c3)sc2=O)cc1	-0.2	-0.1	2	16	-27	0	-28	.
COc1cc(C(=O)N(CCN(C)C)CC2CCCN(Cc3ccccc3F)C2)ccc1C (stereo not drawn)	0.0	-1.1	-43	19	-15	2	4	.
Cc1cc(OC(=O)c2cccc(F)c2)c([N+](=O)[O-])c(=O)[nH]1	0.2	0.6	8	-8	3	-14	-1	0.3
CCOc1ccc(N=C2NC(=O)CS2)cc1	-0.1	-0.9	1	9	-1	-2	-8	0.1
CC(=O)N1CCCC(C(=O)c2ccc(Oc3ccccc3)cc2)C1 (stereo not drawn)	0.0	-2.4	-2	0	-30	-12	-4	0.3
COc1ccc(-n2c(C)cc(/C=C3\C(=N)N4N=C(CC(=O)N5CCOCC5)SC4=NC3=O)c2C)c(OC)c1	0.3	1.6	1	-3	6	-12	-80	-0.1
COCc1nnc(NC(=O)C2CCN(C(=O)c3ccco3)CC2)s1	0.0	-1.4	3	1	4	22	-11	-0.1
CCOc1ccc2oc(C(=O)OCC(=O)N3C(C)CCCC3C)c(C)c2c1 (stereo not drawn)	0.0	-2.4	0	6	-47	2	-17	1.1
COc1ccc2c3c([nH]c2c1)[C@@H](CO)N(S(=O)(=O)c1ccccc1)CC31CCN(C)CC1	0.0	2.5	-4	12	3	.	9	0.0
O=C(CN1CCN(C(C(=O)Nc2cc(C(F)(F)F)ccc2Cl)c2ccccc2)CC1)NC1CC1 (stereo not drawn)	0.0	-0.4	3	10	-25	-2	-11	-0.1
COCCn1c(SCC(=O)Nc2ccc(OC)cc2)nnc1-c1ccoc1C	0.1	-3.6	1	13	-3	-2	-10	-0.2
COc1ccc(CCN2C(=S)N(c3ccc(Cl)cc3)C(=O)C2CC(N)=O)cc1OC (stereo not drawn)	0.0	-4.6	-3	-4	17	-2	-12	-2.5
Cc1ccc(-c2nn(-c3ccccc3)cc2C(=O)NCC(c2cccs2)N2CCOCC2)cc1 (stereo not drawn)	-0.1	6.1	2	-4	-12	.	-23	1.1
O=C(N/N=C/c1ccc(Cl)s1)C(O)c1ccccc1 (stereo not drawn)	0.3	1.2	1	-1	-1	-3	-5	.
O=C(Cc1cccc(C(F)(F)F)c1)OCN1C(=O)c2ccccc2C1=O	0.3	2.4	2	-3	11	-14	-13	.
CCOc1ccc(N2CC(C(=O)Nc3nnc(C4CCCCC4)s3)CC2=O)cc1 (stereo not drawn)	0.2	1.3	1	0	3	-1	-14	0.1
Cc1noc(C)c1NC(=O)N(C)C[C@H]1Oc2ccc(NC(=O)Nc3ccc4c(c3)OCO4)cc2C(=O)N([C@H](C)CO)C[C@H]1C	0.2	-0.8	4	?	14	-2	7	-15
Cc1cc(OCCCC(=O)Nc2cc(S(=O)(=O)N3CCOCC3)ccc2N2CCOCC2)ccc1Cl	0.0	3.8	0	-2	-19	-10	-14	.
O=C(OCc1c(Cl)nc2sccn12)c1cc2c(s1)CCCC2	.	.	0	.	0	-4	-10	.
O=C(CSc1nnc2ccccn12)NCc1ccc2c(c1)OCO2	0.1	1.5	-1	12	5	.	-1	1.6
CN(C)C(=O)[C@@H]1[C@@H](CO)[C@@H]2Cn3c(ccc(-c4ccncc4)c3=O)[C@H]1N2CC1CC1	0.3	.	-3	17	-4	10	-10	-0.2
CO[C@@H]1CN(C)C(=O)c2cc(NC(=O)NC3CCCC3)ccc2OC[C@H](C)NC[C@@H]1C	0.0	-0.3	3	-13	-2	.	3	-0.3
CC(C)(C)c1ccc(CC(=O)N2CCC2(C)C(=O)Nc2cccc3ccccc23)cc1 (stereo not drawn)	0.0	2.6	-3	-5	-37	-13	-9	0.2
O=C(Cc1cccc(C(F)(F)F)c1)Nc1ccccc1	0.0	-0.9	0	1	-9	.	-5	.
CCC(C)NC(=O)CN1C(=O)NC2NC(=O)NC21 (stereo not drawn)	0.0	-1.9	-3	-5	9	.	-8	5.2
COc1cc(-c2nnc(CSc3nnc(Nc4ccc(Oc5ccccc5)cc4)s3)o2)cc(OC)c1OC	-0.2	.	2	.	-18	.	-15	-0.9
C=C1C(=O)N(C)CCC1C(CC)C(=O)OC (stereo not drawn)	-0.1	3.7	.	-1	7	-3	-13	0.5
CCCC(O)(c1ccccc1)C(CN1CCOCC1)c1ccccc1 (stereo not drawn)	0.0	-1.6	4	-2	-12	-16	-10	0.0
O=C(CSc1nnnn1-c1cccc2ccccc12)Nc1ccc(C(=O)O)cc1	0.2	-1.0	0	-1	7	-8	-10	.
CCOC(=O)C(=O)N1CCN(c2cc3c(cc2[N+](=O)[O-])n(C)c(=O)n3C)CC1	0.1	-4.3	-4	4	5	4	-34	-0.1
COc1cccc(C(=O)Nc2cc(=O)n(C)c(=O)n2C)c1OC	0.1	2.5	-1	-5	1	12	-7	0.8
CN1[C@@H]2c3ccc(/C=C/c4ccccc4)c(=O)n3C[C@@H]2[C@@H](CO)[C@@H]1C(=O)Nc1nccs1	0.1	1.8	-2	-9	-6	1	-19	-1.3
CC(=O)Nc1cccc(NC(=O)CSc2nc(C3CC3)nc3ccccc23)c1	0.1	-1.2	-1	1	3	-1	11	0.3
Cc1noc(C)c1S(=O)(=O)N(C)C[C@@H]1OCCCC[C@H](C)Oc2ccc(NS(C)(=O)=O)cc2C(=O)N([C@@H](C)CO)C[C@H]1C	-0.1	0.8	1	-7	7	-7	-2	-0.1
Cc1c(N=Cc2cccs2)c(=O)n(-c2ccccc2)n1C	.	-1.3	7	-9	-4	16	0	.
O=C1O[C@H](c2ccccc2)[C@H](c2ccccc2)N2[C@H]1[C@@H](C(=O)N1CCCCCCC1)[C@]1(C(=O)Nc3ccc(C#CC4=CCCCC4)cc31)[C@H]2c1ccccc1OCCO	.	-1.9	-1	6	.	-14	-118	.
CCN(CC)c1ccc(NC(=O)CN(C)Cc2cccs2)cc1	0.3	0.4	2	1	5	-4	-3	25

The final two compounds of the section above are carried over, then new ones follow:
SMILES	Xi reactivation	CFTR F508del cor	CASP6 VEID inh	DENV2 CPE	GSIS activator	RAD54 inh	RAD52 anneal inh	E-selectin induc
O=C1O[C@H](c2ccccc2)[C@H](c2ccccc2)N2[C@H]1[C@@H](C(=O)N1CCCCCCC1)[C@]1(C(=O)Nc3ccc(C#CC4=CCCCC4)cc31)[C@H]2c1ccccc1OCCO	.	-1.9	-1	6	.	-14	-118	.
CCN(CC)c1ccc(NC(=O)CN(C)Cc2cccs2)cc1	0.3	0.4	2	1	5	-4	-3	25
COc1ccc(Cl)cc1NS(=O)(=O)c1cccc(C(=O)NCC2(N(C)C)CCCCC2)c1	0.0	-2.9	-8	-3	.	-7	-19	0.1
C[C@@H]1CCCCO[C@@H](CN(C)S(C)(=O)=O)[C@@H](C)CN([C@H](C)CO)C(=O)c2cc(NC(=O)Nc3ccc(C(F)(F)F)cc3)ccc2O1	-1.1	-0.9	0	-10	2	-1	0	0.7
C[C@@H]1CCCCO[C@@H](CN(C)Cc2ccc(C(=O)O)cc2)[C@@H](C)CN([C@H](C)CO)C(=O)c2cc(NC(=O)C3CCCCC3)ccc2O1	0.0	1.6	-1	?	0	-5	4	-0.1
O=C1CN(C(=O)/C=C/c2cc(Br)ccc2F)CCN1	0.3	-0.1	-2	8	-3	2	-7	-0.1
C[C@H]1CN([C@@H](C)CO)C(=O)c2cccc(NC(=O)Nc3ccc(F)cc3)c2O[C@@H]1CN(C)S(=O)(=O)c1ccccc1	-0.7	0.3	.	2	-1	3	11	-0.2
Oc1ccc(/C=N/N2CCN(Cc3ccccc3)CC2)cc1	0.0	1.5	-2	6	-9	2	-11	.
Cc1ccc(S(=O)(=O)Nc2ccc(NC(=O)c3cccnc3)cc2)cc1	0.2	0.9	2	-4	-30	13	-8	6.6
C[C@@H]1CCCCO[C@H](CN(C)S(=O)(=O)c2ccccc2)[C@H](C)CN([C@H](C)CO)C(=O)c2cc(NC(=O)Nc3ccccc3)ccc2O1	.	0.9	-3	-5	.	3	-26	.
O=C(Nc1ccc(F)cc1)N1CCCCN2[C@@H](CO)[C@@H](c3ccc(C#Cc4ccccc4)cc3)[C@@H]2C1	0.1	-5.1	0	-14	44*	15	-1	0.2
CS(=O)(=O)c1ccc2nc(NC(=O)c3ccc(Cn4cc(Br)cn4)o3)sc2c1	0.1	-2.0	4	-3	8	-3	-21	-0.3
C/C=C/C(=O)OCC(=O)Nc1ccc(OC)c(OC)c1	0.0	-0.5	-3	15	4	.	-5	.
CCc1ccc(NC(=O)CSc2nnnn2C)cc1	0.0	-0.9	-3	?	1	-20	-12	-0.1
Cn1cnc(S(=O)(=O)N2CCCCN3[C@@H](CO)[C@@H](c4ccc(C#CC5CC5)cc4)[C@@H]3C2)c1	.	0.2	-1	1	.	5	16	.
CCC(=O)Nc1ccc2c(c1)OC[C@@H](C)N(C(=O)C1CC1)C[C@@H](C)[C@@H](OC)CN(C)C2=O	-0.2	2.1	3	-2	8	-4	3	0.0
COc1ccc(-n2c(CN3CCN(C)CC3)nc3ccc([N+](=O)[O-])cc3c2=O)c(OC)c1	0.2	-1.2	-6	?	-19	-1	-3	-0.1
O=C(COC(=O)/C=C/c1ccc(Cl)cc1Cl)Nc1cc(C(F)(F)F)ccc1N1CCOCC1	0.2	-0.4	-2	-4	15	.	-14	.
O=[N+]([O-])c1cccnc1Sc1n[nH]c(-c2ccc(Cl)cc2)n1	0.1	1.3	-1	-2	.	.	-10	0.4
COc1ccc(C(C(=O)NCc2ccccc2)n2c(=O)c(-c3ccccc3)nc3ccccc32)cc1 (stereo not drawn)	-0.1	5.5	-1	-13	-1	.	-5	0.9
O=C(Nc1ccc(Cl)cc1)NC1CCS(=O)(=O)C1 (stereo not drawn)	.	.	-1	.	0	-6	-3	.
CN(C(=O)COC(=O)/C=C/c1ccc(C(F)(F)F)cc1)C1CCS(=O)(=O)C1 (stereo not drawn)	0.2	1.4	-4	-1	-28	-3	2	-3.0
O=C(c1ccco1)N1CCN(S(=O)(=O)c2ccccc2)CC1	0.3	.	-11	-3	.	-7	-17	.
COc1ccc(N2CCN(C(=O)c3ccc(Br)cc3)CC2)c([N+](=O)[O-])c1	0.1	-1.3	-1	-5	-31	.	-3	1.1
O=C(CN1CCOCC1)N1CC(=O)N2[C@@H](CO)[C@H](c3ccc(-c4cccc(F)c4)cc3)[C@@H]2C1	0.0	-4.7	-2	-1	8	.	5	0.1
COc1ccc(-c2cc(NC=O)c3ncc(-c4cc(OC)c(OC)c(OC)c4)n3c2)c(OC)c1	2.8	7.4	4	42*	3	-1	-15	-0.2
Cc1ccc(S(=O)(=O)NC(CC(C)C)C(=O)N2CC(C)OC(C)C2)cc1 (stereo not drawn)	0.3	1.4	-6	2	12	1	-3	-0.1
